# Screening results from PubChem.
# RNase H inhibition – RNase H inhibition, HIV 1 Gag Pol polyprotein, FRET biochemical assay, screening (AID 372); HIV-1 RT RNase H, FRET RNA/DNA substrate fluorescence; higher % means a stronger effect; inhibition, % at 10 µM; hits with a dose series show IC50 in µM; 100,000 compounds, 0.77% hits; in the data active = inhibition above about 50%
# * marks the source's active call; other numbers are inactive results. These rows are one share of the data; rates above refer to the full screens.
SMILES,RNase H inhibition
O=C(CSc1nnnn1-c1ccccc1)Nc1ccc2nc(SCc3ccccc3)sc2c1,40%
Cc1ccc(C2=NN3C(C2)c2ccccc2OC3c2ccc(O)cc2)cc1 (centres undefined),5%
Cc1ccccc1C(=O)NNC(=O)CCc1ccccc1,4%
COc1ccccc1-c1coc2c(CN(CC(C)C)CC(C)C)c(O)ccc2c1=O,2%
CCOC(=O)C1CCN(Cc2coc3c(Cl)cc(Cl)cc3c2=O)CC1,9%
O=C(c1ccc(Cl)cc1)c1ccc(Br)c([N+](=O)[O-])c1,19%
O=C1/C(=C\c2cccnc2)C(N2CCOCC2)=NN1c1ccc([N+](=O)[O-])cc1,16%
COc1cccc(NC2=C(Cl)C(=O)N(c3ccccc3C)C2=O)c1,4%
Cc1ccc(OCC(=O)Nc2ccccc2F)c(C(C)(C)C)c1,16%
O=C(NCc1ccncc1)C(=O)Nc1nccs1,3%
O=C1C2C3C=CC(O3)C2C(=O)N1Cc1ccccc1 (centres undefined),11%
Cc1ccc(C)c(NC(NC(=O)c2ccc([N+](=O)[O-])cc2)C(Cl)(Cl)Cl)c1 (centres undefined),20%
COCCNC(=O)c1cc(C(=O)OC)cc([N+](=O)[O-])c1,0%
Cc1ccc(C)n1-c1ccccc1C(=O)O,15%
Cc1ccc(-n2[nH]c(C)c(C=O)c2=O)cc1C,5%
CCCCN=C1CC(C)(C)C(C(=O)OC)C(O)=C1C(=O)CCC (centres undefined),13%
O=C(Nc1cccc(Cl)c1)C1(c2ccccc2)CC1(Cl)Cl (centres undefined),0%
Cc1cc(/C=C2/SC(=S)N(CC(=O)O)C2=O)c(C)n1-c1ccc([N+](=O)[O-])cc1,15%
CC(Oc1ccccc1)C(=O)Nc1cc(Cl)cc(Cl)c1 (centres undefined),2%
C1=CC2CC1CC2CN1CCN(Cc2c[nH]c3ccccc23)CC1 (centres undefined),4%
CCOc1ccc(N2C(=O)NC(=O)/C(=C/c3ccc(-c4ccc(C(=O)O)c(Cl)c4)o3)C2=O)cc1,2%
O=C(NNC(=O)C1CCCO1)c1ccc(F)cc1 (centres undefined),0%
O=C(CSc1n[nH]c(-c2ccccc2)n1)c1cccc([N+](=O)[O-])c1,9%
Cc1nccn1S(=O)(=O)c1ccc(Cl)cc1Br,0%
CCC(C)c1ccc(NC(=O)c2c(-c3ccccc3Cl)noc2C)cc1 (centres undefined),11%
OCc1cccc(N=Cc2cccc(O)c2O)c1,15%
Cc1ccccc1NC(=O)/C(C#N)=C/c1cc(C)n(-c2ccc(Cl)c(Cl)c2)c1C,13%
N#Cc1cc(Br)ccc1OCC(=O)N/N=C/c1ccc(-c2cccc(C(F)(F)F)c2)o1,24%
Cc1c(NC(=O)c2ccc(Cl)cc2Cl)cccc1-c1nc2cc(Cl)ccc2o1,9%
O=C(NCCOc1ccccc1F)c1cccc2ccccc12,0%
O=C(c1ccccc1)N1CCN(c2ccc([N+](=O)[O-])cc2)CC1,14%
COC(=O)C1=C(C)N(c2ccc(Cl)cc2)C(=O)/C1=C\c1ccccc1O,10%
CCCC1CCc2c(sc(NC(=O)c3cc(-c4ccc(C)s4)nc4ccccc34)c2C(N)=O)C1 (centres undefined),0%
CCSC1=C(C#N)C(c2ccccc2Cl)C(C(=O)Nc2ccccc2OC)=C(C)N1 (centres undefined),1%
O=C(Cc1ccc(Cl)cc1)Nc1cc(-c2nc3ccccc3s2)ccc1Cl,25%
O=C(Nc1ccccc1C(=O)NC(Cc1ccccc1)C(=O)O)c1ccccc1 (centres undefined),18%
CC(CNC(=O)c1ccc(Br)o1)NC(=O)c1ccc(Br)o1 (centres undefined),24%
CC1=C(C(=O)c2ccccc2)C(c2ccccc2)NC(=O)N1 (centres undefined),12%
Cc1ccc2oc(-c3cccc(NC(=O)c4ccncc4)c3)nc2c1,13%
O=C(CSCC(=O)Nc1ccccc1[N+](=O)[O-])Nc1ccc2ccccc2c1,10%

# Part of the list above in a different format:
Molecule | RNase H inhibition
Cc1nccn1S(=O)(=O)c1ccc(Cl)cc1Br | 0%
CCC(C)c1ccc(NC(=O)c2c(-c3ccccc3Cl)noc2C)cc1 (centres undefined) | 11%
OCc1cccc(N=Cc2cccc(O)c2O)c1 | 15%
Cc1ccccc1NC(=O)/C(C#N)=C/c1cc(C)n(-c2ccc(Cl)c(Cl)c2)c1C | 13%
N#Cc1cc(Br)ccc1OCC(=O)N/N=C/c1ccc(-c2cccc(C(F)(F)F)c2)o1 | 24%
Cc1c(NC(=O)c2ccc(Cl)cc2Cl)cccc1-c1nc2cc(Cl)ccc2o1 | 9%
O=C(NCCOc1ccccc1F)c1cccc2ccccc12 | 0%
O=C(c1ccccc1)N1CCN(c2ccc([N+](=O)[O-])cc2)CC1 | 14%
COC(=O)C1=C(C)N(c2ccc(Cl)cc2)C(=O)/C1=C\c1ccccc1O | 10%
CCCC1CCc2c(sc(NC(=O)c3cc(-c4ccc(C)s4)nc4ccccc34)c2C(N)=O)C1 (centres undefined) | 0%
CCSC1=C(C#N)C(c2ccccc2Cl)C(C(=O)Nc2ccccc2OC)=C(C)N1 (centres undefined) | 1%
O=C(Cc1ccc(Cl)cc1)Nc1cc(-c2nc3ccccc3s2)ccc1Cl | 25%
O=C(Nc1ccccc1C(=O)NC(Cc1ccccc1)C(=O)O)c1ccccc1 (centres undefined) | 18%
CC(CNC(=O)c1ccc(Br)o1)NC(=O)c1ccc(Br)o1 (centres undefined) | 24%
CC1=C(C(=O)c2ccccc2)C(c2ccccc2)NC(=O)N1 (centres undefined) | 12%
Cc1ccc2oc(-c3cccc(NC(=O)c4ccncc4)c3)nc2c1 | 13%
O=C(CSCC(=O)Nc1ccccc1[N+](=O)[O-])Nc1ccc2ccccc2c1 | 10%

# Continuation:
SMILES,RNase H inhibition
Cc1ccc(O)c(N2C(=O)c3ccc(Oc4ccc([N+](=O)[O-])cc4)cc3C2=O)c1,1%
C/C(=N\N=C1\NC(=O)C(CC(=O)Nc2ccccc2C(F)(F)F)S1)c1ccc([N+](=O)[O-])cc1 (centres undefined),0%
CC(=O)Oc1ccc(/C=C2/N=C(c3cccc([N+](=O)[O-])c3)OC2=O)cc1,14%
O=C(CSc1nc2ccccc2[nH]1)Nc1cccc(C(F)(F)F)c1,17%
CCOC(=O)C(NC(=O)/C(=C\c1ccccc1F)NC(=O)c1ccccc1)C(C)C (centres undefined),15%
O=c1cc(-c2ccc(-c3ccccc3)cc2)nc(-c2ccccc2)o1,22%
O=C1c2ccccc2C(=O)N1c1ncn[nH]1,2%
COc1cc(/C=C2\SC(N)=NC2=O)ccc1OC(=O)c1ccc(Cl)cc1,15%
CCOC(=O)C(NS(=O)(=O)c1ccc2c(c1)C(=O)c1ccccc1-2)C(O)c1ccccc1 (centres undefined),19%
Cc1ccc(Cl)c(OCCCCN2CCCCC2)c1,4%
Cc1ccc(C(=O)N/C(=C\c2cccc([N+](=O)[O-])c2)C(=O)N2CCOCC2)cc1,2%
COc1ccccc1/C=C1\SC(=S)N(CCC(=O)OCCN(C)C)C1=O,14%
Cc1ccc[n+](C(C)C(=O)c2ccc(Cl)cc2)c1 (centres undefined),7%
Cc1ccc(C(=O)N/N=C/c2c3ccccc3cc3ccccc23)cc1[N+](=O)[O-],20%
CCOc1cccc(C=Nc2ccc(Br)cn2)c1O,7%
O=C(NCc1ccccc1)C1CCCCC1,2%
Cc1cc(C)cc(N2C(=O)NC(=O)/C(=C\c3ccc(OC(C)C(=O)O)cc3)C2=O)c1 (centres undefined),0%
O=C(Nc1ccc(Cl)c(Cl)c1)Nc1nnc(-c2ccc(Br)cc2)s1,26%
O=C(O)CSc1nc2ccc(Br)cc2[nH]1,0%
C/C(=N\NC(=O)C1CC1)c1ccc(C)c(C)c1,2%
Cc1ccc2ncnc(NCc3cccnc3)c2c1,5%
Cc1ccc(-c2nc3ccccc3c(C(=O)Nc3ccc(N(C)C)cc3)c2C)cc1,19%
O=C(Nc1ccc(Cl)cc1)Nc1ccc([N+](=O)[O-])cc1Br,6%
Cc1cccc(C(=O)Nc2cc(C)on2)c1,15%
COC(=O)c1ccccc1NC(=O)CN(c1ccc(Cl)c(Cl)c1)S(=O)(=O)c1ccccc1,14%
COCCOC(=O)C1=C(C)NC2=C(C(=O)CC(c3ccc(OC)cc3)C2)C1c1ccc(O)c(OC)c1 (centres undefined),5%
OC1(c2ccc(Cl)cc2Cl)CC(C(Cl)(Cl)Cl)NO1 (centres undefined),9%
Oc1ccc(-c2nc(-c3ccc(Oc4ccccc4)cc3)c(-c3ccc(Oc4ccccc4)cc3)[nH]2)cc1,10%
CC(C)=CC1C(C(=O)Nc2ccc(C)cn2)C1(C)C (centres undefined),11%
Cc1onc(-c2ccccc2)c1C(=O)N1CCN(c2c(Cl)cccc2[N+](=O)[O-])CC1,10%
Clc1ccccc1-c1nc(-c2ccccn2)no1,9%
COc1cc2c(cc1OC)CN(Cc1cccc(Cl)c1Cl)CC2,5%
COc1ccc(CNS(=O)(=O)c2ccc(Cl)cc2)cc1,9%
CCCCOC(=O)c1ccc(NC(=O)Cc2ccccc2)cc1,9%
O=C(O)C1C(C(=O)NCCc2ccccc2)C2C=CC1C21CC1 (centres undefined),8%
CC1=C(C(=O)OCC2CCCO2)C(c2ccccc2Cl)NC(=O)N1 (centres undefined),16%
COc1ccc(C=Nc2cccc(C#N)c2)cc1O,4%
COc1cc(C2NC(=O)c3c(sc4c3CCN(C)C4)N2)cc(OC)c1OC (centres undefined),0%
COc1ccc(C)cc1NC(=O)C(=O)NCCc1ccc(OC)c(OC)c1,12%
COc1ccc(CN2CCN(Cc3cccc(Br)c3)CC2)cc1OC,0%
CCOC(=O)C1=C(C)N(C)C(=O)NC1c1ccccc1OCC (centres undefined),1%
COCCCNC(=O)C(=O)NCCc1ccc(OC)c(OC)c1,0%
O=C(OCC(=O)c1ccc(Cl)cc1Cl)c1ccc(N2C(=O)C3C4C=CC(C5CC45)C3C2=O)cc1 (centres undefined),10%
COc1ccc(N/C=C(/C#N)c2nc(-c3cc4ccccc4oc3=O)cs2)c(OC)c1,0%
CC(=O)C1=C(C)NC(SCC(=O)c2cccc([N+](=O)[O-])c2)=C(C#N)C1c1ccccc1Cl (centres undefined),12%
Cc1oc2ccc(O)c(CN(C)C)c2c1C(C)O (centres undefined),9%
O=C1C=C(Nc2ccc(Cl)cc2)C(=O)N1c1ccccc1,28%
C=CCn1c(SCC(=O)NCCCN2CCOCC2)nc2sc3c(c2c1=O)CCC3,0%
CCOc1ccc(N(CC(=O)NCc2ccncc2)S(=O)(=O)c2ccccc2)cc1,0%
CN(C)N1C(=O)c2ccccc2C1=O,3%
CCOc1ccc(N2C(=O)C3C(C2=O)C2(C)c4ccccc4C3(C)c3ccccc32)cc1 (centres undefined),3%
CN=C(NC)SC1CC(=O)N(c2ccccc2)C1=O (centres undefined),10%
COC(=O)c1ccc(CSc2nc3ccccc3s2)cc1,7%
Cc1nc2ccccn2c(=O)c1N,4%
Cc1ccc(S(=O)(=O)N(CC(O)CN(CC(C)C)CC(C)C)c2cccc(C)c2)cc1 (centres undefined),9%
CCc1ccc(NC(=O)C(=O)NCc2ccc3c(c2)OCO3)cc1,8%
Cc1ccc(/C=N/NS(=O)(=O)c2ccc(C)cc2)cc1,7%
Cc1ccc(C(=O)Nc2ccc(Cl)c(Cl)c2)cc1,4%
COc1cc(/C=N/Nc2nnc3c(n2)[nH]c2ccccc23)cc(OC)c1O,17%
O=C(Nc1ccc(-c2nc3ncccc3o2)cc1)c1cccc(OCc2ccccc2)c1,0%

# Next section.
SMILES,RNase H inhibition
O=C(COc1ccccc1)Nc1ccc(Cc2ccncc2)cc1,5%
CC1N(c2ccccn2)c2ccccc2N1c1ccccn1,3%
CC(C)CCOc1ccc(C(=O)Nc2sc3c(c2C#N)CC(C)(C)OC3)cc1,8%
O=S(=O)(Nc1ccc(Br)cc1)c1ccc(Cl)cc1,4%
CCOC(=O)c1ccc(N=CC2=C(O)CC(C)(C)CC2=O)cc1,7%
O=C(NCc1ccccn1)c1cc(-c2ccccc2)nc2ccccc12,8%
C=CCOc1ccc(/C=C/C(=O)c2cccc(Br)c2)cc1,7%
COc1ccc(NC2=NC3(CCCCC3)N=C(N)N2)cc1,9%
Cc1nn(-c2ccc(Cl)cc2Cl)c2c1C(=O)CC(C)(C)C2,3%
COc1ccc(OCCOC(=O)Nc2ccccc2)cc1,13%
O=C(CC1S/C(=N\N=C2/CCCc3ccccc32)NC1=O)Nc1ccccc1C(F)(F)F (centres undefined),3%
COc1ccccc1NC(=O)CN(c1ccccc1C)S(C)(=O)=O,9%
O=C1N2CN(C3CCCCC3)CN=C2SC1(CO)CO,22%
Cc1onc(-c2ccccc2Cl)c1C(=O)Nc1ccc(C(C)C)cc1,14%
CC1=C(C(=O)OCCc2ccccc2)C(c2ccccc2Cl)CC(=O)N1 (centres undefined),6%
CCCOc1ccc(C(=O)NC(=S)Nc2ccccc2)cc1,14%
CC(C)(C)C(=O)Nc1cc(NC(=O)C(C)(C)C)cc([N+](=O)[O-])c1,9%
O=c1c2ccccc2c(C=Nc2ccccc2)c(O)n1-c1ccccc1,0%
Cc1ccc(N=C(NOCc2ccccc2Cl)c2nonc2N)cc1,28%
CCCOc1cccc(-c2nnc(N)s2)c1,1%
CC(=O)c1ccc(OC(=O)c2ccc(Cl)cc2)cc1,4%
COc1ccc(CCNC(=O)COc2ccc(Cl)cc2Br)cc1OC,54%*
CCCCCOC(=O)Nc1nnc(CCC)s1,4%
O=C(COc1ccccc1)Nc1ccc2oc(-c3cccc(Cl)c3Cl)nc2c1,11%
COc1ccc(N(CC(=O)N2CCCCC2)S(=O)(=O)c2ccccc2[N+](=O)[O-])c(OC)c1,2%
CC(CNS(=O)(=O)c1ccccc1)c1ccccc1 (centres undefined),6%
CCN(Cc1ccccc1)C(=O)c1cc(C(=O)OC)cc([N+](=O)[O-])c1,1%
O=C1NN(c2ccc(Cl)c(Cl)c2)C(=O)/C1=C/c1cccc([N+](=O)[O-])c1,17%
O=C(Cc1ccccc1)Nc1nc(-c2ccccc2)cs1,6%
Cc1cc(C)n2nc(-c3cccc(F)c3)cc2n1,2%
O=C(CCN1C(=O)/C(=C\c2cccs2)SC1=S)Nc1cccc(C(=O)O)c1,8%
